HIV Rev-RRE inh – inhibitors of HIV-1 Rev-RRE RNA interaction | inhibition, % at 8 µM | 0.79% of 97,000 active | Rev peptide-RRE RNA binding, FRET | P05866 | AID 704;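 active = inhibition above the screen-wide mean plus 3 SD, cut at about 35% in these data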;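 also: 0% = median DMSO wells and 100% = median Neomycin B control wells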
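Assay system: labelled RRE RNA duplex and labelled Rev peptide / Medium: HEPES pH 7.5 salt buffer with EDTA / Reagent: labelled Rev peptide / Schedule: 5 + 15 min at 25 °C / Signal: FRET, excitation 480 nm, emission 540 nm donor and 671 nm acceptor / Benchmarks: DMSO and neomycin B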
PLK1 inh – PLK1 (human) kinase inhibition | P53350 | recombinant PLK1 kinase, TR-FRET peptide phosphorylation | inhibition, % at 10 µM | 0.53% of 97,000 active;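 active = inhibition of 50% or more in the single-concentration screen; inactive = inhibition below 50%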;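 also: 0% = DMSO max control and 100% = H-89 dihydrochloride min control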
Target sequence (P53350 whole entry, looked up): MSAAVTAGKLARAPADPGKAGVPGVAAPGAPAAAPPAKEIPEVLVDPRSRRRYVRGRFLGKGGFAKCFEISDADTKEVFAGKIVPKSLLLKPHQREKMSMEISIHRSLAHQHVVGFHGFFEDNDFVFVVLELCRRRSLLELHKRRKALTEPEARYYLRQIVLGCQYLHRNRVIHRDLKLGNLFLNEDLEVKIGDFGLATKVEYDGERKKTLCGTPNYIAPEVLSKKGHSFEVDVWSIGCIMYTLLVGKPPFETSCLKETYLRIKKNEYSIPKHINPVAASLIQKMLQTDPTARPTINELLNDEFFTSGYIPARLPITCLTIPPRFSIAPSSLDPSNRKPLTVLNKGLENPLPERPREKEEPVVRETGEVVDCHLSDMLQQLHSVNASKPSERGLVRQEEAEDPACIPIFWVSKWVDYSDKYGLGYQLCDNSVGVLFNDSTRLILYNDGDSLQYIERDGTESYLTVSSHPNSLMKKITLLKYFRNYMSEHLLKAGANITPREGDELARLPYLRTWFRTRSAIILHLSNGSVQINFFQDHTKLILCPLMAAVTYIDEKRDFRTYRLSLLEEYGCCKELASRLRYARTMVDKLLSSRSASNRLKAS
EphB4 ephrin blk – blocks human EphB4 binding to ephrin-B2; P54760; EphB4 LBD / TNYL-RAW-Alexa532 peptide, fluorescence polarization; inhibition, % at 7 µM; 0.15% of 97,000 active; AID 720;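 active = inhibition above the screen-wide mean inhibition plus 3 SD, cut at about 15% in these data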;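 also: 0% = DMSO wells and 100% = excess unlabeled TNYL-RAW peptide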
LYP act – increases human PTPN22 phosphatase activity | Q9Y2R2 | recombinant LYP, DiFMUP fluorescence; 0 = plate median, 100 = signal doubled | activation, % at 2 µM | 0.11% of 96,000 active;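 active = activation at 2 µM above a set limit, the mean plus 5 SD, cut at about 37% in these data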
PTPN22 inh 2 – blocks human PTPN22 phosphatase activity; 0.21% of 96,000 active; Q9Y2R2; inhibition, % at 2 µM; recombinant LYP catalytic domain, DiFMUP fluorescence;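 active = inhibition at 2 µM at or above a set limit, the screen mean plus 3 SD, cut at about 24% in these data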;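 also: 0% = DMSO with enzyme and 100% = enzyme fully blocked by orthovanadate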
CYP2C9 inh – human CYP2C9 inhibition; 20% of 96,000 active; inhibition, % at 5 µM; CYP2C9 Supersomes, luciferin-H conversion, luminescence; P11712;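 active = blocking of liver enzyme CYP2C9 beyond about 50% at 5 µM, limit read from the data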; also: values of inactives mirror those of a sister screen read the other way
Target sequence (P11712 whole entry, looked up): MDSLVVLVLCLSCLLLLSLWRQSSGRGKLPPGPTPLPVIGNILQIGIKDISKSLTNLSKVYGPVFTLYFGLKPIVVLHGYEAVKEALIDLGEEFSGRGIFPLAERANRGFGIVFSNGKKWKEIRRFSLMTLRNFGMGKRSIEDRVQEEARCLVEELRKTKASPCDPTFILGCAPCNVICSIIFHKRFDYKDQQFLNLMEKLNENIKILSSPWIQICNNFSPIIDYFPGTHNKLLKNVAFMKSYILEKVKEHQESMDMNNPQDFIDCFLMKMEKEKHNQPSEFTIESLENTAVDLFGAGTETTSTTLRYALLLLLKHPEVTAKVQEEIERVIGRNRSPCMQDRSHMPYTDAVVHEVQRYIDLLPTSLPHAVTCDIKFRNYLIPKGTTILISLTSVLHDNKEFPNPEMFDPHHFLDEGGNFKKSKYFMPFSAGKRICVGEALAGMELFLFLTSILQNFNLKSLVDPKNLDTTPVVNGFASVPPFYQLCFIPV
Plk1 PBD FP – inhibitors of human Plk1 polo box domain binding; P53350; Plk1 PBD phosphopeptide binding, fluorescence polarization; inhibition, %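 (tested at about 20 µM)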; 0.13% of 97,000 active; AID 693; in the data active = inhibition above about 34%, passing the limit was not always enough
CYP2C9 act – CYP2C9 (human) activation; recombinant CYP2C9, luciferin-H conversion, luminescence; stronger effect = higher value; factor 1 = untreated enzyme, 0 = blocked; 1.4% of 96,000 active; activation factor at 5 µM; P11712;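 active = activation factor of 2 or more for CYP2C9 at a 5 µM dose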;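 also: 0 = sulfaphenazole-blocked wells and 1 = vehicle-only wells; values of inactives mirror those of a sister screen read the other way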
Candida biofilm – kills Candida albicans biofilms; inhibition, % at 6 µM; C. albicans biofilm + clotrimazole, Alamar Blue; 0.14% of 85,000 active; AID 834;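 active = inhibition above 20%; inactive = inhibition below 20%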;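 also: preformed 24 hr biofilms exposed to compound for 48 hr; 0% = biofilm without compound and 100% = blank killed by clotrimazole plus chlorhexidine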
* marks the source's active call; other numbers are inactive results; x = not tested or not shown. Not a hit list. About 20% of those tested had a hit in this group.

Under each structure – Plk1 PBD FP, PLK1 inh, HIV Rev-RRE inh, LYP act, CYP2C9 act, PTPN22 inh 2, Candida biofilm, EphB4 ephrin blk, CYP2C9 inh
CCn1c(NC(=O)c2ccc(COc3ccc(C)cc3[N+](=O)[O-])o2)nc2ccccc21
    1, -11, 7, 18, 0.8, -20, x, 2, 16
CCCc1cc(=O)n2[nH]c(NCc3ccc(Cl)cc3Cl)nc2n1
    1, -5, 9, -2, 0.5, 3, -4, 5, 45
CCOC(=O)N1CCC(N(C(=O)Nc2ccc(Cl)c(Cl)c2)C(C)CC)CC1 (stereo not drawn)
    4, -2, 7, -10, 0.2, 8, 5, 3, 84*
Cc1cc(C)cc(NC(=O)CCc2nc3ccccc3[nH]2)c1
    -8, -10, 1, 8, 1.3, -3, x, -8, -29
CCCCNC(=O)C1CCCN1C(=O)NC1CCCCC1 (stereo not drawn)
    3, -6, 2, 0, x, -2, 7, -1, x
COc1cc2c(cc1NC(=O)Nc1ccc(C)cc1)oc1ccccc12
    -35, 2, 11, -10, 0.7, 11, x, 4, 34
CC(OC(=O)CCCc1nc2ccccc2s1)C(N)=O (stereo not drawn)
    10, -14, 3, 0, 1.2, 1, 6, -4, -18
O=c1oc2ccccc2c2c1ncn2C1CCCCC1
    -10, 1, 9, -4, 0.8, 1, 5, 3, 16
O=C(O)c1cccc(Nc2ncnc3c2cnn3-c2ccccc2)c1
    24, -32, 10, 1, 1.1, -3, 5, 3, -7
N#Cc1c(N)n(CCOC(=O)c2ccc(Cl)cc2)c2nc3ccccc3nc12
    29, 18, 8, 7, 0.9, -3, x, 6, 15
CC(Sc1nnc(CNc2cccc3ccccc23)n1-c1ccccc1)C(=O)N/N=C/c1ccco1 (stereo not drawn)
    17, -10, -1, -10, 0.9, 14, x, -1, 13
Cc1cccc(C)c1OCCCCn1cnc2ccccc2c1=O
    31, 2, 9, 3, 0.5, 0, x, -1, 53*
CCS(=O)(=O)c1ccc2oc(SCC(=O)c3ccco3)nc2c1
    21, 3, -2, 4, 0.7, -4, 5, -10, 33
CCOc1cc(S(=O)(=O)N2CCCCC2)ccc1Cl
    -1, -7, 8, -10, 2.5*, 8, 6, -2, -148
O=C(NC1CCCCC1)N(Cc1ccc(F)cc1)Cc1nc2ccccc2c(=O)[nH]1
    -3, -10, 16, 0, 1.1, -4, 8, -4, -14
CC1(C)CC(=O)c2c(nn(-c3ccccc3)c2-c2ccncc2)C1
    -12, -5, 3, -9, x, 6, 4, 4, x
O=C(NCCC1=CCCCC1)c1cnsn1
    0, -2, 5, -7, 0.6, 5, -2, 3, 38
COc1cccc(CNC(=O)c2cc3ccccn3n2)c1
    6, 14, 5, 4, 1.3, -4, 11, 4, -33
CCOc1cc(CN2CCN(c3ccc(C(C)=O)cc3)CC2)ccc1OC
    -4, -5, 8, -7, 1.1, 4, 1, 6, -6
O=C(Cn1c(=O)[nH]c2ccsc2c1=O)N1CCN(c2ccc(F)cc2)CC1
    -28, -4, -2, 1, x, 2, 10, -3, x
CC(=O)OC(/C(O)=C(\C#N)c1nc2ccccc2[nH]1)c1ccccc1 (stereo not drawn)
    -6, -12, 3, 1, 0.3, -2, 3, -7, 66*
CCCSc1nnc(N2C(=O)CC(c3ccsc3)C3=C2CCCC3=O)s1 (stereo not drawn)
    7, -7, 13, -10, 0.8, 8, 5, 2, 23
Cc1noc(NS(=O)(=O)c2ccc(NC(=O)c3cnc4n(c3=O)CCS4)cc2)c1C
    -17, -9, 5, -4, x, 4, 7, 2, x
COc1ccc(N2CCN(c3nc(NC(C)(C)C)nc(N4CCCCC4)n3)CC2)cc1
    -8, -11, -3, -16, 0.5, 12, 12, -1, 46
COc1ccc(C(=O)NCCCN2CCOCC2)cc1OC
    7, 3, 3, 44*, 1, -41, 8, 7, 3
COc1cc(OC)c(NC2=NCCCCC2)cc1Cl
    -18, -7, 1, 1, 1, -2, -1, -3, 4
COCCNC(=O)c1ccc(C)c(S(=O)(=O)Nc2ccc(C)cc2)c1
    3, -11, -5, 1, 0.6, 1, 2, -1, 38
Clc1ncn(C23CC4CC(CC(C4)C2)C3)n1
    -6, 5, 5, -8, 1, 10, 4, 2, 1
COC(=O)c1ccccc1OCC(=O)N1CCN(c2ccc(OC)cc2)CC1
    -4, -6, -2, 0, 0.9, 4, x, -4, 12
O=C(Cn1cnc2ccc(Br)cc2c1=O)c1cccs1
    5, -2, -1, 0, 0.5, 3, x, -4, 52*

Results in Candida biofilm, for some of the entries so far:
SMILES	Candida biofilm
CCOc1cc(CN2CCN(c3ccc(C(C)=O)cc3)CC2)ccc1OC	1
O=C(Cn1c(=O)[nH]c2ccsc2c1=O)N1CCN(c2ccc(F)cc2)CC1	10
CC(=O)OC(/C(O)=C(\C#N)c1nc2ccccc2[nH]1)c1ccccc1 (stereo not drawn)	3
CCCSc1nnc(N2C(=O)CC(c3ccsc3)C3=C2CCCC3=O)s1 (stereo not drawn)	5

Remaining list, next part
Under each structure – Plk1 PBD FP, PLK1 inh, HIV Rev-RRE inh, LYP act, CYP2C9 act, PTPN22 inh 2, Candida biofilm, EphB4 ephrin blk, CYP2C9 inh
COC(=O)c1ccc(C(=O)OC)c(NC(=O)CSc2ccccn2)c1
    -3, -3, 9, -6, 0.5, 5, 1, 5, 47
CCS(=O)CCSc1nc2ccccc2s1 (stereo not drawn)
    3, -9, 3, 9, 1.4, -7, -2, 7, -37
O=C(OCn1ncc(Cl)c(Cl)c1=O)c1ccc(C(F)(F)F)cc1
    -18, -16, 12, -13, 0.8, 15, x, 4, 22
Cc1ccc(C2(CC(=O)O)CCOC(C)(C)C2)cc1 (stereo not drawn)
    -7, -11, 6, 1, x, -1, 5, -4, x
COC(=O)Cn1c(SCc2ccccc2)nc2ccccc21
    -7, -1, 2, -2, 0.8, 4, 3, 2, 23
c1cn(C23CC4CC(CC(C4)C2)C3)cn1
    -6, -4, 3, 12, 0, -14, 8, -2, 96*
C=C(C)CSCc1nc2ccccc2[nH]1
    10, -8, 1, 9, 0.7, -9, 6, 9, 28
CS(=O)(=O)N(CC(=O)NCc1ccncc1)c1ccc(Cl)c(Cl)c1
    14, -12, 8, -1, 0, -2, 4, 6, 99*
CCOC(=O)C(CCOc1cccc(CC)c1)C(=O)OCC
    -17, -12, 7, -11, 0.4, 8, 8, 3, 57*
O=C(Cc1ncn[nH]1)NCCc1ccccc1
    22, -9, 3, 5, 0.9, -6, 4, 5, 6
CSC1=C(C#N)C(c2ccc3c(c2)OCO3)C2=C(CCCC2=O)N1 (stereo not drawn)
    0, -10, 8, -1, x, 4, -2, 4, x
CCn1c(CSc2nccn2C)nc2cc(C(=O)O)ccc21
    30, -4, 22, -9, 1.1, 8, x, 15*, -12
Cc1c(C2(c3c(C)n(C)n(-c4ccccc4)c3=O)C(=O)Nc3ccc(F)cc32)c(=O)n(-c2ccccc2)n1C
    -2, -14, 1, 7, 1.2, -5, -3, 8, -16
CCCn1nnc(NCc2ccc(OCc3cccs3)c(OC)c2)n1
    -5, -15, 11, -3, 0.1, 7, 3, 4, 86*
Cc1c(Br)c([N+](=O)[O-])nn1C(C)C(=O)Nc1nccs1 (stereo not drawn)
    15, 2, 11, 3, 0.3, 0, x, -3, 73*
CC(C)C1C(C#N)=C(N)Oc2n[nH]c(-c3ccc4ccccc4c3)c21 (stereo not drawn)
    2, -7, 24, -2, 0.8, 4, 3, 0, 23
CC(=O)c1c(C(C)=O)c(C)n(NC(=O)c2ccncc2)c1C
    9, -7, 8, 5, 0.6, -7, 7, 0, 45
O=C(CCCSc1nnnn1-c1ccccc1)c1ccc(F)cc1
    7, 2, 15, -4, 1.6, 7, x, 0, -60
Cc1cc(C)nc(NC2=NC3CCCCC3N2)n1 (stereo not drawn)
    -40, 5, 10, 6, 1, -9, 3, 2, 1
O=C(CCC(=O)OCC(=O)c1ccccc1)Nc1cccc2cccnc12
    12, -4, 13, 1, 1.1, 1, x, -3, -7
Cc1ccc(-c2noc(CCC(=O)NCCN3CCOCC3)n2)cc1
    -10, -13, 0, 12, 0.9, -12, 5, 5, 6
O=C(NCCC1=CCCCC1)c1cc2c(s1)CS(=O)(=O)C2
    9, -10, 2, 1, 1, 3, 11, 1, -4
COc1ccc(C)cc1S(=O)(=O)N(C)CC(=O)Nc1ccc2c(c1)OCCO2
    -1, -14, 4, -4, 0.2, 2, -9, -1, 83*
O=C(CCNc1ccc(F)c(Cl)c1)c1ccco1
    -5, -15, 1, 26, 0.8, -27, x, -5, 20
CC(=O)Nc1ccc(S(=O)(=O)NC2=NCN(CCOC(=O)c3ccccc3)CN2)cc1
    -4, -15, 6, -3, 0.8, 1, 8, -3, 16
COc1ccc(-c2nn(C)c(=O)c3ccccc23)cc1NC(=O)COc1ccc(C)cc1
    2, -6, -3, 3, 0.8, -2, 6, -3, 17
COc1ccccc1OCc1nc(Cc2ccc(Cl)cc2)no1
    13, -11, 17, -1, 1.3, 5, 10, -3, -33
COc1ccc(NC(=O)CSc2nc(-c3ccc(C)cc3)cc(C(F)(F)F)c2C#N)cc1
    14, -16, 18, -1, 0.6, 4, x, -3, 38
COC(=O)CSc1nnc(CNc2ccc(OC)cc2)n1C
    -15, -7, 3, 0, 1, 1, -4, 0, -4
Cc1ccc(-c2csc3ncnc(NCCN4CCOCC4)c23)cc1
    -1, -4, 6, -8, 0.7, 10, 10, -2, 31
O=C(Nc1ccc(N2CCN(C(=O)c3ccco3)CC2)cc1)c1cccs1
    20, -1, 1, 2, 0.8, -4, 2, -1, 22
Nc1ccc(C(=O)N/N=C/c2ccccc2)cc1
    2, -5, 1, 2, 1.2, 0, x, -7, -15
CCOc1ccccc1NC(=O)CCC(=O)Nc1ccc2nc(N3CCN(C)CC3)cc(C)c2c1
    19, -11, 14, -8, 1.1, 7, 4, 5, -8
Cc1cc(NC(=O)CCC(=O)N(Cc2ccco2)C(C(=O)NC2CCCC2)c2ccccc2C)no1 (stereo not drawn)
    0, -12, -2, 2, x, -3, 5, 1, x
COc1ccc(/C=C2\OC(=S)N(C)C2=O)cc1
    -21, -11, 1, -7, x, 6, 6, 4, x
CCS(=O)(=O)Nc1c(C)n(C)n(-c2ccccc2)c1=O
    -1, -2, -1, 8, 0.9, -6, 4, -4, 9
Cn1cc([N+](=O)[O-])c(C(=O)Nc2cc(Oc3cccnc3)cc([N+](=O)[O-])c2)n1
    -13, -9, -1, -4, 0.2, 6, x, -5, 78*
CCC(=O)N(Cc1cc2cc(OC)ccc2[nH]c1=O)c1cccc(C)c1
    -8, -7, 6, -1, 1.1, -2, 5, -2, -6
NC1=NC2(CCCCC2)N(c2cccc(Cl)c2)C(N)=N1
    7, -9, 2, 1, 1, 0, -1, 7, -3
c1ccc(Cn2c(SCc3nc4ccccc4s3)nnc2-c2ccco2)cc1
    -13, -7, 14, -8, 0.2, 11, x, -3, 83*
COc1ccc(CN2CCOCC2)cc1OC
    -4, -1, 10, -2, 1, 3, -2, 1, -4
CC(C)Cn1c(Br)nc2c1c(=O)n(CCC#N)c(=O)n2C
    4, -8, 4, -2, 1.1, 1, 3, 0, -8
Cc1ccc(C(=O)CCC(=O)Nc2cccnc2)cc1C
    -8, -8, 4, 2, 0.9, -3, 3, -4, 6
Nc1c(C(=O)c2ccccc2)oc2ccc(Br)cc12
    13, 4, 2, 3, 0.5, -4, 5, 1, 49
CC1CCCN(c2nc3c(c(=O)n(C)c(=O)n3C)n2CCSc2nc3ccccc3o2)C1 (stereo not drawn)
    17, -6, 4, -5, 0.5, 3, -5, 11, 51*
Cc1ccc(C)c(N2CCN(C(c3ccncc3)c3nnnn3Cc3ccccc3)CC2)c1 (stereo not drawn)
    -25, -18, 2, -8, 0.1, 7, 6, 0, 93*
Cc1ccc2occ(C(c3nnnn3Cc3ccccc3)N3CCOCC3)c(=O)c2c1 (stereo not drawn)
    -13, -16, 7, -11, 0.7, 11, 6, 0, 28

Source: PubChem BioAssay (several laboratories)
